BCR signal inh: inhibitors of chronic active B-cell receptor signaling; ABC-DLBCL IkBa-CBG/CBR reporter, luminescence ratio, 4 h; Potency, µM (highest dose often 46.1 µM), for the others: at the highest dose ratio change, negative = lower green/red ratio, actives largely listed as inhibitors; 340,000 tested, 0.05% active; active = well fitted inhibition curve with a large enough effect in the signal ratio, with a control signal flat, not every such curve was filed as active; inconclusive = small, poorly fitted or top-dose-only effect, or effect the other way, or a change in a side signal; the % refers to the signal ratio;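 also: potency is read from the fitted curve at half-maximal effect; plate controls were basal doxycycline-induced cells for no effect and cells given 10 µM MG132 for full effect; MG132 reads +100%, hits lower the ratio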
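Cell line TMD8 (human ABC DLBCL), stably expressing tet-inducible CBG68-IkBa fusion and CBR; IMDM/0.5% FBS; cpd up to 46 uM; dox induction, 4 h, 37C/5% CO2; dual luminescence; green/red ratio; MG132 control.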
GALK inh: galactokinase (human) inhibition; AID 1868; 270,000 tested, 0.007% active; P51570; Potency, µM (series often up to 57.5 µM), for the others: at the highest dose activity change, negative = inhibition, hits mostly inhibitors; Purified GALK, Kinase-Glo residual ATP luminescence; also: potency is read from the fitted curve at half-maximal effect; % is scaled to controls: 0 for no effect and ±100 for the full control effect
Target sequence (P51570 whole entry, looked up): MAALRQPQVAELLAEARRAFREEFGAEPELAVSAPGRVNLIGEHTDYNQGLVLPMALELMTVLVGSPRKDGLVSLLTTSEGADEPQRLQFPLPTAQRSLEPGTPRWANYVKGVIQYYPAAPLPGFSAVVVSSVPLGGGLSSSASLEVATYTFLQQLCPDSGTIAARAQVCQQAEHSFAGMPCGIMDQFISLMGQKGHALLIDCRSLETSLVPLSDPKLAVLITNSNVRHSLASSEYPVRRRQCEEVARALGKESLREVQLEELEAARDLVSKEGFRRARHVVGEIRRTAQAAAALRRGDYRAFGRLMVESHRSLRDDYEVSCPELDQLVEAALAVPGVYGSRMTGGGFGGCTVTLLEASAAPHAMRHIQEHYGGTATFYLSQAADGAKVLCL
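GALK at 5 nM final was combined with compound, 35 uM ATP and 100 uM galactose in HEPES pH8.0 with MgCl2 and DTT. The reaction ran one hour at room temperature before luminescent ATP detection.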
PKM2 act: PKM2 (human) enzyme activation; purified PKM2, Kinase-Glo ATP luminescence, activation; response scale: 0% is enzyme alone, no compound; Potency, µM (top dose mostly 57.5 µM), inactives show at the highest dose activation, actives largely listed as activators; 260,000 tested, 0.34% active; also: potency is read from the fitted curve at half-maximal effect; % is scaled to controls: 0 for no effect and ±100 for the full control effect; nearly all actives have a fitted effect of over 55% in size
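Kinase-Glo luminescence reports ATP generated from ADP (0.1 mM) and PEP (0.5 mM) by purified hPK-M2 after 1 h at room temperature, pH 7.2 imidazole buffer; intermediate enzyme activity allows detecting inhibitors and activators.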
Tb PFK block: blocks T. brucei phosphofructokinase; T. brucei PFK, ADP-Glo luminescence; Potency, µM (titrated, usually from 57.5 µM), for the others: at the highest dose activity, negative = inhibition, hits mostly inhibitors; 330,000 tested, 0.17% active; AID 485367;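 also: potency is read from the fitted curve at half-maximal effect; 0% = uninhibited 1x PFK enzyme wells and -100% = no-enzyme wells; nearly all actives have a fitted effect of over 60% in size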
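PFK 1.25 nM, F6P 0.5 mM, ATP 0.1 mM, 0.1 M TEA pH 8.0, 5 mM MgCl2, 0.01% Tween20, 0.1% BSA; 45 min RT. ADP-Glo readout. qHTS titration up to 57 uM; curves fitted, compounds curve-classed.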
Giardia killer: kills Giardia lamblia | Giardia lamblia trophozoite viability | 340,000 tested, 0.15% active | activity change, % at 7.66 µM, hits read low; in the data active = activity change below about -80%; inconclusive = between about -30% and that limit;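 also: parasites exposed to compound for two days anaerobically before the ATP read; % is scaled to controls: 0 for no effect and ±100 for the full control effect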
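Media and compound were dispensed first, then trophozoites at 100 cells/well; plates sat 48 hrs at 37 deg C without oxygen before ATP luminescence reagent was added and read after 15-30 min at room temperature.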
ASM inhibitor: blocks human secretory acid sphingomyelinase. P17405. placental ASM, HMU-PC fluorogenic substrate, 60 min. Potency, µM (highest dose often 57.5 µM), inactives show top-dose activity change, negative = inhibition, most hits filed as inhibitors. 340,000 tested, 0.006% active; also: potency is read from the fitted curve at half-maximal effect
Target sequence (P17405 47-631 limits assumed): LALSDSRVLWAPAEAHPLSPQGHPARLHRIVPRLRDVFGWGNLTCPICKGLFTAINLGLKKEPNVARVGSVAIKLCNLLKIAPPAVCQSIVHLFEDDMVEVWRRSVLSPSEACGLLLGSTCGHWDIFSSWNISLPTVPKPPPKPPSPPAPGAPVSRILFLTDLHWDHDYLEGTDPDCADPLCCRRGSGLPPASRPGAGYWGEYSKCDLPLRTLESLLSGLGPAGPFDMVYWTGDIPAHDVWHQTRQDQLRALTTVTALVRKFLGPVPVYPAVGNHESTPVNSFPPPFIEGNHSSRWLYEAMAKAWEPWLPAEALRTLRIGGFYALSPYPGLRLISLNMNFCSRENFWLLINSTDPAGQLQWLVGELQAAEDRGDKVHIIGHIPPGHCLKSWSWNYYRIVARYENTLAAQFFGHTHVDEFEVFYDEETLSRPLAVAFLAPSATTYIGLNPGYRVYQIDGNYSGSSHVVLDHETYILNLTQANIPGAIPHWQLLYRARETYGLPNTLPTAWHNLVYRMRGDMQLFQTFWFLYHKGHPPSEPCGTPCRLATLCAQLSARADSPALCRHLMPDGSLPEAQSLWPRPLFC
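Human placenta-derived ASM preincubated with compound 10 min at room temperature, then reacted with 9 uM (final) fluorogenic HMU-PC substrate for 60 min at 37 C. Stop solution raises pH to 10; fluorescence read at Ex 386/Em 447 nm.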
PTAP TSG101 blk: blocks PTAP/TSG101 interaction to inhibit HIV-1 budding; Potency, µM (doses to about 115 µM), for inactives: at the highest dose activity change, negative = inhibition, hits mostly inhibitors; AID 493005; 340,000 tested, under 10 active; Q99816; Fluorescence polarization, FITC-PTAP peptide / Tsg101 binding; active = well fitted inhibition curve with a large enough effect in the main read-out, with a control signal flat, not every such curve was filed as active; inconclusive = small, poorly fitted or top-dose-only effect, or effect the other way, or a change in a side signal; inactive = no such curve, though single readings can be large or run the other way; also: potency is read from the fitted curve at half-maximal effect; % of control where 0% means no effect
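Compounds were pin-transferred onto Tsg101 binding domain (10 uM final) in HEPES pH 7.5 buffer, then FITC-PTAP peptide was added at 50 nM final. After 20 min at RT, polarization reported peptide displacement across a qHTS concentration series.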
B2AR arrestin: beta2AR (human) beta-arrestin recruitment activity; P07550; 330,000 tested, 0.02% active; beta-arrestin recruitment to beta2AR, cell-based reporter; Potency, µM (titrated, usually from 46.1 µM), for the others: at the highest dose activation, actives largely listed as activators; AID 492947;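 also: potency is read from the fitted curve at half-maximal effect; 0% = DMSO controls and full agonism = EC100 isoproterenol or metaproterenol; nearly all actives have a fitted effect of over 65% in size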
Menin-MLL TR inh: displaces Texas Red mutant MLL peptide from human menin. Potency, µM (doses to about 61.6 µM), for inactives: at the top dose FP activity change, negative = inhibition, usual class: inhibitors. Menin + Texas Red MLL mutant peptide, fluorescence polarization. 270,000 tested, 0.23% active. AID 1768; active = well fitted inhibition curve with a large enough effect in the polarisation, with a control signal flat, not every such curve was filed as active; inconclusive = small, poorly fitted or top-dose-only effect, or effect the other way, or a change in a side signal; inactive = no such curve, though single readings can be large or run the other way; the % refers to the polarisation; also: potency is read from the fitted curve at half-maximal effect; % of control where 0% means no effect; many of its hits are not listed in these tables
Integrin act MD: integrin-mediated muscular dystrophy alleviation activation | alpha7betagal myoblasts, beta-gal FDG fluorescence, 48 h | Potency, µM (doses to about 38.3 µM), for inactives: top-dose activation, actives largely listed as activators | 350,000 tested, 0.064% active | AID 624291;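 also: potency is read from the fitted curve at half-maximal effect; 100% = response of the positive control SU9516; nearly all actives have a fitted effect of over 60% in size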
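alpha7betagal+/- myoblasts (passage 13, 250/well) treated 48 h at 37C with compounds at 1:260 dilution of DMSO stock. Lysed, then beta-galactosidase activity read as FDG fluorescence (ex 480/em 540) after 30 min, with pre-read for autofluorescence.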
FBPA coupling cs: inhibits coupling enzyme system, counter-screen for aldolase hits; coupling enzyme system counterscreen, AmpLite Red fluorescence; activity change, negative = inhibition, % at 58.2 µM, hits read low; 290,000 tested, 0.67% active; AID 2472; in the data active = activity change below about -30%; also: % is scaled to controls: 0 for no effect and ±100 for the full control effect
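Final compound at 57.5 uM, incubated 10 min at RT with coupling enzyme reagent (glyceraldehyde-3-phosphate), then 20 min with substrate and AmpLite Red detection. Fluorescence read at 525/598 nm; tests interference with the coupling assay, not aldolase inhibition.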
* = called active by the depositor; i = inactive; u = inconclusive; x = not tested or not shown; [ ] = remark or other dose. Unless noted, calls follow the shape of the dose curve; as a rule, active = well fitted curve in the direction sought with a large enough effect; inconclusive = small, poorly fitted or top-dose-only effect, or another doubt; inactive = no such curve, though single readings can be large; an effect the other way counts as inactive or inconclusive. Not all compounds are listed, so the mix of outcomes need not match the whole.

SMILES | BCR signal inh | GALK inh | PKM2 act | Tb PFK block | Giardia killer | ASM inhibitor | PTAP TSG101 blk | B2AR arrestin | Menin-MLL TR inh | Integrin act MD | FBPA coupling cs
NS(=O)(=O)c1cccc(NC(=O)CSc2nnc(-c3ccccc3F)n2C2CC2)c1 | -9% | 4% | -1% | 0% | 2 | 0% | -7% | 0.1% | x | 2% | -4
O=C(Nc1cccc2[nH]ncc12)c1ccc(F)cc1 | u | -1% | -14% | -1% | -8 | -2% | -4% | -1.8% | 9% | 38% | -1
COCCN1CC(=O)N(c2cccc(C)c2C)C(c2ccc(Cl)cc2)C1=O (stereo not given) | 0% | 20% | -1% | -4% | -15 | 1% | -5% | 0.2% | -1% | 16% | 2
C/C(=C\c1ccccc1)C(=O)NCc1ccco1 | -1% | 3% | 3% | -2% | u | 2% | -2% | -0.9% | -24% | -10% | 3
O=C(N/N=C/c1ccccc1C(F)(F)F)c1ccc2nc[nH]c2c1 | u | 7% | 1%[0.46 µM] | -6% | 10 | -1% | -3% | -1.0% | 10% | 15% | -2
C=CCN=C1S/C(=C\c2ccc(Cl)cc2)C(=O)N1CC=C | u | -3% | -1% | 0% | -1 | 0% | 0% | 0.5% | x | -18% | 0
Cc1ccccc1Cn1cccc1/C=C1/C(=N)N2C=CSC2=NC1=O | -2% | -4% | -5% | 0% | 0 | -1% | 2% | -0.9% | u | -4% | -1
CCCN(CC1CC1)C(=S)Nc1ccc(C(C)=O)cc1 | -2% | 7% | 13% | 1% | -20 | 4% | -1% | -0.1% | 2% | 21% | 1
CCOc1cc(/C=N/Nc2nc(-c3cccc(S(=O)(=O)N4CCCC4)c3)cs2)ccc1O | -4% | 0% | 8% | -6% | 3 | -1% | -4% | -0.8% | u | -1% | 0
CCc1[nH]nc(C(=O)N2CCCC(Nc3ccc(C(C)C)cc3)C2)c1C (stereo not given) | -5% | 6% | -6% | 0% | 10 | 2% | 4% | -0.2% | x | 12% | x
CCCN(CCC)CCCNC(=O)c1ccc2c(Cl)c3c(nc2c1)CCC3 | u | x | x | 10% | -2 | 0% | -7% | -0.1% | u | -3% | 1
NS(=O)(=O)c1ccc(CNC(=O)C2(c3ccc(Cl)cc3)CC2)cc1 | -7% | 0% | 6% | 0% | -1 | -3% | -3% | 0.4% | 7% | -8% | 2
COc1ccc(CC(=O)N2CCN=C2SC)cc1 | u | 1% | 0% | 0% | -11 | -2% | 1% | 0.0% | 0% | 0% | 3
Cc1ccc(-c2ccc(/C=C(\C#N)C(=O)Nc3cc(C)nn3-c3ccccc3)o2)cc1 | u | 0% | 4% | 1% | x | x | x | -0.2% | 14% | x | 0
COCCNc1nnc(SCC(=O)NC2CCCCC2)s1 | -1% | x | x | 6% | 7 | 6% | 0% | -1.3% | x | 7% | x
O=C(Nc1cccc([N+](=O)[O-])c1)Nc1ccc(Cl)cn1 | 5% | 10% | -23% | 0% | 5 | -3% | -2% | 0.0% | 2% | -8% | -1
O=C(C1CCCN(c2ncccn2)C1)N1CCc2ccccc21 (stereo not given) | u | 4% | -2% | 7% | -14 | -2% | -6% | -0.9% | -3% | 12% | 4
O=C(NN=Cc1ccccc1C(=O)O)c1ccc(NS(=O)(=O)c2cccs2)cc1 | u | x | x | 12% | -3 | 2% | -4% | 0.2% | x | u | x
COc1ccc(C(=O)Nc2ccc3c(c2)nc(CCNC(=O)c2ccco2)n3C)cc1 | -9% | 10% | -2% | 4% | -30 | 0% | -4% | -0.1% | u | -24% | 0
N#Cc1c(-c2cccnc2)cc(-c2ccccc2)nc1N | u | 5% | -5% | -8% | 25 | i | -3% | -0.6% | x | 1% | 0
NC(=O)C1=C[C@H](c2ccc(C(F)(F)F)cc2)C[C@H](OCCCCO)O1 | 2% | -4% | 0% | -2% | -12 | 6% | 0% | -0.5% | 12% | -7% | -1
Cc1ccc(N(C)C(=O)CC(C)S(=O)(=O)c2ccc3c(c2)NC(=O)CO3)cc1 (stereo not given) | -6% | -1% | x | -1% | -15 | -2% | -1% | 0.4% | x | 13% | x
O=C(Nc1ccccc1)N1CCN(c2ncccn2)CC1 | u | 0% | 1% | 8% | 4 | -1% | 0% | -0.3% | -1% | -1% | 0
Cc1c(NC2(c3nnnn3-c3ccc(Br)cc3)CCCCC2)c(=O)n(-c2ccccc2)n1C | 4% | 1% | -4% | 1% | 18 | -3% | -3% | 0.4% | -10% | 11% | 1
N#CCCn1cnc2c(=S)nc[nH]c21 | 1% | 4% | 4% | -5% | 10 | 3% | 0% | 0.0% | 5% | 8% | 3
Cc1nc2nc(Cc3ccccc3)nn2c(C)c1Cl | 1% | -1% | 12% | -14% | 16 | 2% | -7% | 0.3% | -12% | -14% | 5
N#Cc1ccc(COC(=O)c2cnc(Cl)c(Cl)c2)cc1 | u | 15% | -3% | -4% | 23 | -3% | -5% | 0.2% | -9% | -15% | -5
CC(C)Oc1ccc(CCc2n[nH]c(=S)n2Cc2ccccc2)cc1 | 1% | 0% | 1% | -16% | -14 | -4% | -8% | 0.3% | 14% | 17% | 0
Cc1cc(C)cc(C(=O)NC(CC(N)=O)c2ccc(N3CCC(Cc4ccccc4)CC3)c([N+](=O)[O-])c2)c1 (stereo not given) | 0% | x | u | 2% | 2 | -6% | 7% | 0.4% | 17% | 8% | -1
O=C(COC(=O)c1cnccn1)Nc1ccccc1-c1ccccc1 | 0% | x | x | 0% | -9 | 3% | 1% | 0.0% | x | 31% | x
O=S(=O)(c1ccc(Cl)cc1)N1CCCN(c2ccc(C(F)(F)F)cn2)CC1 | u | 5% | -8% | -5% | 23 | -4% | -3% | -0.5% | x | 24% | 1
Cc1cccn2c(CNCCSc3nccn3C)c(C(=O)N3CCCCC3)nc12 | -1% | 3% | -5% | 0% | 3 | 2% | 0% | -0.2% | x | -9% | 6
OCCN(Cc1ccccc1)Cc1cccc(F)c1 | 0% | 0% | 3% | -4% | 11 | -1% | -5% | -0.3% | -23% | 4%[7.66 µM] | -4
COC(=O)c1ccc(CSc2nc3ccc(S(N)(=O)=O)cc3[nH]2)cc1 | -6% | 16% | 5% | -6% | 15 | -10% | 4% | 0.4% | -8% | u | -3
O=C1C2CCCCN2C(=O)N1CCCCN1CCN(c2cccc(Br)c2)CC1 (stereo not given) | 0% | 8% | 1% | 1% | -21 | 0% | 1% | 0.0% | u | 10% | 3
O=C(O)c1cccc(NC(=O)C2CC(=O)N(Cc3ccccc3)C2)c1 (stereo not given) | 0% | 2% | -3% | 2% | 6 | -3% | 0% | -0.3% | -11% | -9% | 2
O=C(CCCSc1ccccc1)Nc1nc(-c2ccccn2)cs1 | 21% | 1% | 8% | -4% | -11 | -5% | -9% | 0.1% | u | -22% | 1
NS(=O)(=O)c1cc(C(=O)OCC(=O)N2CCOCC2)ccc1Cl | 2% | -4% | 1% | -5% | 6 | 4% | -2% | 0.7% | -5% | -19% | -1
CCc1ccc(NC(=O)N(CCN(C)C)C(C)c2cccnc2)cc1 (stereo not given) | 5% | 1% | 5% | 4% | -10 | 6% | 3% | -0.3% | -2% | -18% | 3
Cc1cc(C)c(C)c(C(=O)C2OC(=O)C(C)(C)C(=O)C2(C)C)c1C (stereo not given) | u | 1% | -3% | -4% | 4 | 1% | 3% | -0.4% | -6% | -3% | 3
Cc1ccc([N+](=O)[O-])cc1S(=O)(=O)NCc1cccnc1 | 0% | x | -13% | -1% | -12 | 2% | 1% | -0.6% | -14% | -4% | 11
[O-][n+]1ccc(C(O)c2ccccc2)cc1 (stereo not given) | 8% | 4% | 3% | 2% | -8 | 0% | -8% | 0.1% | 10% | -12% | -1
Cc1occc1-c1nnc(SCC(=O)NCCc2ccccc2)o1 | u | -1% | 3% | 1% | 3 | -1% | -10% | 0.0% | -4% | 5% | -3
N#Cc1ccc(CN2CCN(C(=O)CCNS(=O)(=O)c3ccc(F)c(F)c3)CC2)cc1 | u | x | x | 0% | u | -2% | -2% | -0.3% | x | 19% | x
CCOC(=O)c1c(C)[nH]c(C)c1S(=O)(=O)NCC1CCN(Cc2ccccc2OC)CC1 | -15% | 0% | 0%[0.46 µM] | 0% | -8 | 0% | 1% | 0.4% | -3% | u | 2
O=C(CN1C(=O)c2ccccc2S1(=O)=O)NCCc1ccc(F)cc1 | u | x | x | -2% | 58[activator] | 0% | -3% | 0.0% | x | 2% | x
CCOc1ccc(NS(=O)(=O)c2ccc3c(c2)CCN3C(C)=O)cc1 | 0% | 0% | x | -9% | 17 | 0% | 0% | -0.3% | 4% | u | 1
